From PubChem BioAssay
Calb biofilm kill: kills Candida albicans biofilms. C. albicans biofilm + clotrimazole, Alamar Blue. inhibition, % at 6 µM. hit rate 0.14% among 85,000;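 active = inhibition above 20%; inactive = inhibition below 20%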;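 note: preformed 24 hr biofilms exposed to compound for 48 hr; 0% = biofilm without compound and 100% = blank killed by clotrimazole plus chlorhexidine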
CYP2C9 inhib: human CYP2C9 inhibition. P11712. inhibition, % at 5 µM. CYP2C9 Supersomes, luciferin-H conversion, luminescence. hit rate 20% among 96,000;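 active = blocking of liver enzyme CYP2C9 beyond about 50% at 5 µM, limit read from the data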; note: values of inactives mirror those of a sister screen read the other way
CYP2C9 act: increases human cytochrome P450 2C9 activity. P11712. recombinant CYP2C9, luciferin-H conversion, luminescence; hits give high values; factor 1 = untreated enzyme, 0 = blocked. activation factor at 5 µM. hit rate 1.4% among 96,000;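 active = activation factor of 2 or more for CYP2C9 at a 5 µM dose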;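 note: 0 = sulfaphenazole-blocked wells and 1 = vehicle-only wells; values of inactives mirror those of a sister screen read the other way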
LYP inh 2: inhibitors of human LYP (PTPN22) phosphatase. recombinant LYP catalytic domain, DiFMUP fluorescence. inhibition, % at 2 µM. hit rate 0.21% among 96,000;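 active = inhibition at 2 µM at or above a set limit, the screen mean plus 3 SD, cut at about 24% in these data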;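 note: 0% = DMSO with enzyme and 100% = enzyme fully blocked by orthovanadate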
PTPN22 act: LYP (human) phosphatase activation. Q9Y2R2. recombinant LYP, DiFMUP fluorescence; 0 = plate median, 100 = signal doubled. activation, % at 2 µM. hit rate 0.11% among 96,000;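 active = activation at 2 µM above a set limit, the mean plus 5 SD, cut at about 37% in these data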
PLK1 kinase inh: PLK1 (human) kinase inhibition | recombinant PLK1 kinase, TR-FRET peptide phosphorylation | inhibition, % at 10 µM | hit rate 0.53% among 97,000;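 active = inhibition of 50% or more in the single-concentration screen; inactive = inhibition below 50%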;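 note: 0% = DMSO max control and 100% = H-89 dihydrochloride min control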
Target sequence (P53350 whole entry, looked up): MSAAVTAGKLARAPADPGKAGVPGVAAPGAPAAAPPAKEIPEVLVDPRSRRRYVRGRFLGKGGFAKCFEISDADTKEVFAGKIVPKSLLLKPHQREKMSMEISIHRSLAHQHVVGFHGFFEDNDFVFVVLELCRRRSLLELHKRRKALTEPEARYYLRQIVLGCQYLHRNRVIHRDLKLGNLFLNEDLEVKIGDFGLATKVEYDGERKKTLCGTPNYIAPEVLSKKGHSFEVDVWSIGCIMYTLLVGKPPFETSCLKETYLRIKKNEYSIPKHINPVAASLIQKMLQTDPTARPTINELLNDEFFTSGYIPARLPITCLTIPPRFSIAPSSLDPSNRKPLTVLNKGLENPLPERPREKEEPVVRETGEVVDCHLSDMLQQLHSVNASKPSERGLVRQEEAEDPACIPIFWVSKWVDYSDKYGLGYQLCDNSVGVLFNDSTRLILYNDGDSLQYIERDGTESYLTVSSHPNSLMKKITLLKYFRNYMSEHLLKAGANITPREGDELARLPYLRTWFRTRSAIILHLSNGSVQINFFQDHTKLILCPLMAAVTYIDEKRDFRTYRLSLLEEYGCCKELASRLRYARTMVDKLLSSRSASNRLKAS
HIV Rev-RRE inh: inhibitors of HIV-1 Rev-RRE RNA interaction; P05866; Rev peptide-RRE RNA binding, FRET; inhibition, % at 8 µM; hit rate 0.79% among 97,000;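 active = inhibition above the screen-wide mean plus 3 SD, cut at about 35% in these data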;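 note: 0% = median DMSO wells and 100% = median Neomycin B control wells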
Target sequence (P05866 whole entry, looked up): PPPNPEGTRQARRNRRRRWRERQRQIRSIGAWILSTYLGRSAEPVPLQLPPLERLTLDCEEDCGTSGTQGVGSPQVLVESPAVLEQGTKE
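Test system – labelled RRE RNA duplex and labelled Rev peptide · Reagent – labelled Rev peptide · Doses – one concentration, 8 µM nominal · Incubation – 5 + 15 min at 25 °C · Signal – FRET fluorescence readout · Read-out basis – % inhibition of FRET ratio versus controls · Control set – DMSO wells as 0% and neomycin B wells as 100% inhibition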
Plk1 PBD FP: blocks phosphopeptide binding to human Plk1 polo box domain; P53350; Plk1 PBD phosphopeptide binding, fluorescence polarization; inhibition, %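 (tested at about 20 µM)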; hit rate 0.13% among 97,000; AID 693; in the data active = inhibition above about 34%, passing the limit was not always enough
EphB4 ephrin blk: antagonists of human EphB4-ephrin-B2 interaction | P54760 | EphB4 LBD / TNYL-RAW-Alexa532 peptide, fluorescence polarization | inhibition, % at 7 µM | hit rate 0.15% among 97,000;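 active = inhibition above the screen-wide mean inhibition plus 3 SD, cut at about 15% in these data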;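 note: 0% = DMSO wells and 100% = excess unlabeled TNYL-RAW peptide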
* marks the source's active call; other numbers are inactive results; / = no result given.

The first 14 records (preview)
SMILES | Calb biofilm kill | CYP2C9 inhib | CYP2C9 act | LYP inh 2 | PTPN22 act | PLK1 kinase inh | HIV Rev-RRE inh | Plk1 PBD FP | EphB4 ephrin blk
CCOC(=O)C1C(=O)NC(c2ccccc2)=NC1c1ccc(F)cc1 (stereo not drawn) | / | 39 | 0.6 | 9 | -5 | -12 | 3 | -26 | -1
CCn1c(=NC(=O)CSC(C)=O)sc2cc(OC)ccc21 | / | / | / | -2 | 0 | -1 | 2 | -12 | 5
CCc1nc(C)cn1S(=O)(=O)c1cc(Br)c(C)cc1OC | 5 | 58* | 0.4 | 4 | -8 | -10 | 6 | -2 | 4
O=S(=O)(Nc1nc2ccccc2nc1NCC1CCCO1)c1cccs1 (stereo not drawn) | 7 | 92* | 0.1 | 2 | -2 | -4 | 7 | -25 | -1
c1nc(N2CCCC2)c2[nH]cnc2n1 | 5 | / | / | -3 | -3 | 37 | 0 | -2 | 4
CCCc1[nH]n(-c2nc3ccccc3s2)c(=O)c1C=NCC1CCCO1 (stereo not drawn) | -4 | 2 | 1 | -5 | 3 | -18 | 11 | -19 | 4
CC(=O)Nc1ccc(S(=O)(=O)N2CCC(c3nc4ccccc4[nH]3)CC2)cc1 | 7 | 68* | 0.3 | 12 | -8 | -21 | 4 | 1 | -3
Cc1cc(=S)n(-c2ccccc2)n1C | 7 | -4 | 1 | 16 | -16 | -10 | 9 | 8 | 2
CCCCNCCOCCSc1ccc(Cl)cc1 | / | -8 | 1.1 | 8 | -6 | -5 | -7 | -35 | 1
CCN(CC)S(=O)(=O)c1ccc(Cl)c(C(=O)OC)c1 | 4 | -113 | 2.1* | -5 | 8 | -6 | 3 | 17 | -1
C/C(=N\NC(=O)Cc1csc(N2CCOCC2)n1)c1ccccc1 | 5 | 35 | 0.6 | 6 | -5 | -13 | 0 | -15 | 1
CCCn1c(N)c(C(=O)CSc2nnc(Cc3ccccc3)o2)c(=O)n(C)c1=O | 6 | / | / | -1 | 5 | -7 | 1 | 30 | -5
CCN1CCN(CC(O)COc2cccc(OC)c2)CC1 (stereo not drawn) | / | 0 | 1 | 6 | -6 | -6 | 1 | -13 | 0
COC(=O)CSc1cc(C)nc(SC)n1 | -2 | -9 | 1.1 | -1 | 3 | 0 | 3 | -36 | -2

This part in full, repeating the preview:
SMILES | Calb biofilm kill | CYP2C9 inhib | CYP2C9 act | LYP inh 2 | PTPN22 act | PLK1 kinase inh | HIV Rev-RRE inh | Plk1 PBD FP | EphB4 ephrin blk
CCOC(=O)C1C(=O)NC(c2ccccc2)=NC1c1ccc(F)cc1 (stereo not drawn) | / | 39 | 0.6 | 9 | -5 | -12 | 3 | -26 | -1
CCn1c(=NC(=O)CSC(C)=O)sc2cc(OC)ccc21 | / | / | / | -2 | 0 | -1 | 2 | -12 | 5
CCc1nc(C)cn1S(=O)(=O)c1cc(Br)c(C)cc1OC | 5 | 58* | 0.4 | 4 | -8 | -10 | 6 | -2 | 4
O=S(=O)(Nc1nc2ccccc2nc1NCC1CCCO1)c1cccs1 (stereo not drawn) | 7 | 92* | 0.1 | 2 | -2 | -4 | 7 | -25 | -1
c1nc(N2CCCC2)c2[nH]cnc2n1 | 5 | / | / | -3 | -3 | 37 | 0 | -2 | 4
CCCc1[nH]n(-c2nc3ccccc3s2)c(=O)c1C=NCC1CCCO1 (stereo not drawn) | -4 | 2 | 1 | -5 | 3 | -18 | 11 | -19 | 4
CC(=O)Nc1ccc(S(=O)(=O)N2CCC(c3nc4ccccc4[nH]3)CC2)cc1 | 7 | 68* | 0.3 | 12 | -8 | -21 | 4 | 1 | -3
Cc1cc(=S)n(-c2ccccc2)n1C | 7 | -4 | 1 | 16 | -16 | -10 | 9 | 8 | 2
CCCCNCCOCCSc1ccc(Cl)cc1 | / | -8 | 1.1 | 8 | -6 | -5 | -7 | -35 | 1
CCN(CC)S(=O)(=O)c1ccc(Cl)c(C(=O)OC)c1 | 4 | -113 | 2.1* | -5 | 8 | -6 | 3 | 17 | -1
C/C(=N\NC(=O)Cc1csc(N2CCOCC2)n1)c1ccccc1 | 5 | 35 | 0.6 | 6 | -5 | -13 | 0 | -15 | 1
CCCn1c(N)c(C(=O)CSc2nnc(Cc3ccccc3)o2)c(=O)n(C)c1=O | 6 | / | / | -1 | 5 | -7 | 1 | 30 | -5
CCN1CCN(CC(O)COc2cccc(OC)c2)CC1 (stereo not drawn) | / | 0 | 1 | 6 | -6 | -6 | 1 | -13 | 0
COC(=O)CSc1cc(C)nc(SC)n1 | -2 | -9 | 1.1 | -1 | 3 | 0 | 3 | -36 | -2
CCS(=O)(=O)c1ccc2c(c1)N(S(C)(=O)=O)CC(C(=O)NCCOC)O2 (stereo not drawn) | / | 4 | 1 | 18 | -15 | -12 | 8 | -2 | 4
COc1cc(C2CC(=O)c3cnc(N)nc3C2)cc(OC)c1OC (stereo not drawn) | -2 | -2 | 1 | 4 | -4 | -6 | 9 | 9 | 1
O=C(NCCOc1ccccc1)C1CCCN1C(=O)c1cccs1 (stereo not drawn) | 8 | / | / | 6 | -7 | -17 | 9 | 1 | 6
CC(C)OC(=O)c1c(NC(=O)c2ccco2)sc2c1CCCC2 | 5 | / | / | 4 | -4 | -7 | 17 | -35 | 1
Cc1ccc(C(=O)N2CCCC(c3nc4c(nnn4Cc4ccccc4)c(=O)[nH]3)C2)cc1 (stereo not drawn) | / | 47 | 0.5 | 3 | 0 | -1 | 0 | 11 | -6
CC1Oc2ccccc2N(CC(=O)Nc2ccc3c(c2)OCCO3)C1=O (stereo not drawn) | 3 | 3 | 1 | 5 | -7 | -2 | 3 | 1 | -4
CCOC(=O)C1CCCN(C(=O)CCc2ccccc2)C1 (stereo not drawn) | / | 18 | 0.8 | 0 | 1 | -6 | -1 | -29 | 5
Cc1ccc(O)c(NC(=S)NC(=O)c2ccc(-c3ccc(Cl)cc3)o2)c1 | / | / | / | 17 | -14 | -4 | 3 | 4 | 5
O=c1[nH]c2ccccc2n1CCCOc1ccccc1 | 5 | 5 | 1 | -6 | 5 | -10 | -2 | -8 | -6
Cn1c(C(=O)N2CCN(C3CCCCC3)CC2)cc2c(=O)n(C)c3ccccc3c21 | 0 | 13 | 0.9 | 9 | -12 | -18 | 3 | -29 | 0
CN=c1scc(C)n1/N=C/c1ccc(O)c(O)c1O | -1 | 2 | 1 | 11 | -9 | 82* | 5 | 22 | 2
CCOC(=O)c1c(NC(=O)c2ccc(N3CCOCC3)c([N+](=O)[O-])c2)sc(C)c1C | / | 8 | 0.9 | 0 | 4 | -6 | 1 | -35 | 2
CCN1CCN(Cc2c(OC)ccc3ccccc23)CC1 | -2 | 0 | 1 | -14 | 8 | -9 | -1 | -27 | 2
O=c1[nH]c(N2CCOCC2)nc2ncn(Cc3ccccc3)c12 | 8 | 7 | 0.9 | -23 | 22 | -4 | 5 | -6 | 1
COc1ccc(OC)c(C2C(C(=O)c3cccs3)=C(O)C(=O)N2c2cc(C)on2)c1 (stereo not drawn) | 8 | 43 | 0.6 | 2 | 2 | -16 | 5 | -7 | -8
COc1ccc(NC2CC(=O)NC2=O)cc1 (stereo not drawn) | 5 | -2 | 1 | -7 | 8 | -5 | 2 | 8 | -5
COc1ccc2c(c1)cc(C)c1nnc(SCC(=O)N(C)c3nc(-c4ccccc4)cs3)n12 | / | 6 | 0.9 | 9 | -6 | -2 | 1 | -8 | -6
CCOc1ccc(C(=O)COc2ccc(NC(C)=O)cc2)cc1 | 7 | 46 | 0.5 | -6 | 7 | -8 | 10 | 3 | 0
CC(C(=O)N1CCc2ccccc21)n1cccc1 (stereo not drawn) | 6 | -4 | 1 | 3 | -3 | 2 | 0 | 3 | 2
COc1cc(S(=O)(=O)N2CCN(c3ccc(F)cc3)CC2)ccc1Cl | / | -35 | 1.3 | 6 | -8 | -11 | 9 | -5 | 0
COCC(=O)Nc1ccccc1C(=O)NC(C)C | 7 | -4 | 1 | 6 | -10 | -12 | 6 | 31 | -2
Cc1ccccc1NC(=O)C1CCC(C)(C(=O)O)C1(C)C (stereo not drawn) | 1 | -20 | 1.2 | -3 | 6 | -3 | 0 | 9 | 3
Cc1cc(NC(=O)CSc2nc3c([nH]c4ccccc43)c(=O)n2-c2cccc(C(F)(F)F)c2)no1 | 4 | / | / | 3 | 0 | -15 | 9 | 7 | -3
CCc1nc(N)nc2c1C(=O)CC(C)(C)C2 | -2 | 15 | 0.9 | -11 | 13 | -7 | 1 | 28 | -2
CCOCCCNC(=O)C(c1ccccc1)N(Cc1ccc2c(c1)OCO2)C(=O)CNC(C)=O (stereo not drawn) | 11 | 8 | 0.9 | -9 | 13 | -10 | -5 | -13 | -8
CCS(=O)(=O)N1CCC(C(=O)NCc2cc(OC)ccc2OC)CC1 | 3 | -78 | 1.8 | 9 | -9 | 4 | 8 | 13 | -1
O=C(CC1CCCCC1)Nc1c2c(nn1-c1ccc(F)cc1)CS(=O)(=O)C2 | 1 | -6 | 1.1 | -2 | 0 | -5 | 2 | 1 | 4
CCc1nnc(NC(=O)COC(=O)CN2C(=O)c3ccccc3C2=O)s1 | 2 | -4 | 1 | 8 | -4 | -10 | 8 | 3 | 7
CCCCCc1nc2c(=O)n(C)c3ccccc3c2o1 | 9 | 16 | 0.8 | -5 | 3 | -12 | 4 | 0 | -8
O=C(NCC1CCCO1)c1cc(-c2ccccc2)on1 (stereo not drawn) | 6 | -156 | 2.6* | -20 | 16 | -8 | 6 | -21 | 7
CCOc1ccc2ccccc2c1C(=O)Nc1cc(=O)n(C)c(=O)n1C | 6 | / | / | -5 | 2 | 3 | -5 | -6 | -1
CC1CCN(C(=O)Cn2nc(C(F)(F)F)c3c2CCCC3)CC1 | 8 | -4 | 1 | -2 | 0 | -16 | 4 | 24 | -4
COc1ccc(/C=C/C(=O)c2ccc(O)cc2)cc1COc1ccc(F)cc1 | / | 6 | 0.9 | -7 | 12 | -6 | 12 | -29 | 0
O=C(O)C1CCCCC1C(=O)Nc1ccc(F)cc1F (stereo not drawn) | 3 | -1 | 1 | 5 | -1 | -11 | 2 | 3 | -3
CCc1nnc(NC(=O)c2ccc(S(=O)(=O)N3CCCc4ccccc43)cc2)o1 | 4 | 62* | 0.4 | 1 | 2 | -1 | 9 | 11 | 3
COc1ccc(NC(=O)c2cc(C(C)C)on2)c(OC)c1 | 6 | -184 | 2.8* | 0 | -1 | -13 | 3 | 14 | -1
CCn1c(C)cc(/C=C2\NC(=O)N(Cc3ccc(Cl)cc3)C2=O)c1C | / | 17 | 0.8 | 6 | -3 | -17 | 11 | -1 | -2
COC(=O)c1ccc(-c2n[nH]c(=O)c3ccccc23)cc1 | 8 | / | / | 4 | -4 | -4 | 5 | 9 | -3
CCOc1cccc(-c2cc(-c3n[nH]c(=S)n3CC)c3ccccc3n2)c1 | / | 32 | 0.7 | 9 | -6 | -8 | 4 | 24 | 8
CCCCN(Cc1ccccc1)C(=O)C1CCCN(S(=O)(=O)c2cnc[nH]2)C1 (stereo not drawn) | -1 | 36 | 0.6 | -3 | 0 | -7 | 11 | -12 | 7
CC(C)Cn1c(=O)c2c(nc3n2CCCN3CCc2ccccc2)n(C)c1=O | 8 | 93* | 0.1 | -4 | 3 | -8 | -8 | 11 | -11
